Bioassay records: PubChem BioAssay, Broad Institute
NFkB binder = binds human NF-kappa-B p105 on microarray | P19838 | Small molecule microarray, anti-His fluorescence binding | calls only | hit rate 1.3% among 17,000 | AID 624139;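 active = spot fluorescence over background significantly raised, with a chance value under 7% in all four replicate spots of the compound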;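 note: probe protein is his-tagged human p50 processed subunit at 1 µg/ml; raw spot fluorescence signals with no normalization applied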
Target sequence (P19838 1-433 limits assumed): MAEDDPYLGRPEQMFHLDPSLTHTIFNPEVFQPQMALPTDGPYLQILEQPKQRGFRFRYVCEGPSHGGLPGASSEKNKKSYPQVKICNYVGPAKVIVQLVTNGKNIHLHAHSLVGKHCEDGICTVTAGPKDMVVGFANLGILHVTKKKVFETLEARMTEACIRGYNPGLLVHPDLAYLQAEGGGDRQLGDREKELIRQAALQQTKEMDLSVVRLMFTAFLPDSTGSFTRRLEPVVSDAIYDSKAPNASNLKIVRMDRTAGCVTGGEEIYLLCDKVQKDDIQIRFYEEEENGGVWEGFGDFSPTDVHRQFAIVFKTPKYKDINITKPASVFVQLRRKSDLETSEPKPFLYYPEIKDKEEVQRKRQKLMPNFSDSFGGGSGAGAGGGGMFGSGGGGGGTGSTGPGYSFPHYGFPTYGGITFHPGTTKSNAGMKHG
Calls only; i = inactive; + = active, no number. This is a subset; rates above refer to the full screens.

Sample of the layout (7 entries):
compound | NFkB binder
Cc1noc(C)c1S(=O)(=O)N(C)C[C@@H]1Oc2ccc(NS(=O)(=O)c3cn(C)cn3)cc2CC(=O)N([C@@H](C)CO)C[C@@H]1C | i
CNC[C@H]1Oc2ccc(NC(=O)Nc3c(C)noc3C)cc2CC(=O)N([C@H](C)CO)C[C@H]1C | i
C[C@@H]1CN([C@@H](C)CO)C(=O)c2cc(NC(=O)Nc3cccc4ccccc34)ccc2O[C@@H](C)CCCCO[C@H]1CN(C)C | i
O=C(NC(CO)Cc1ccccc1)c1ccccc1 (stereo not given) | i
CC(=O)Nc1ccc(C(=O)Nc2ccccc2[N+](=O)[O-])cc1 | i
C[C@H]1CCCCO[C@H](CN(C)C(=O)c2ccncc2)[C@@H](C)CN([C@@H](C)CO)C(=O)c2cc(NC(=O)Cc3ccccc3)ccc2O1 | i
Cc1ccc(S(=O)(=O)N(C)C[C@@H]2OCCCC[C@H](C)Oc3ccc(NC(=O)c4ccccc4)cc3C(=O)N([C@H](C)CO)C[C@@H]2C)cc1 | i

All compounds of this part, repeating the preview:
compound | NFkB binder
Cc1noc(C)c1S(=O)(=O)N(C)C[C@@H]1Oc2ccc(NS(=O)(=O)c3cn(C)cn3)cc2CC(=O)N([C@@H](C)CO)C[C@@H]1C | i
CNC[C@H]1Oc2ccc(NC(=O)Nc3c(C)noc3C)cc2CC(=O)N([C@H](C)CO)C[C@H]1C | i
C[C@@H]1CN([C@@H](C)CO)C(=O)c2cc(NC(=O)Nc3cccc4ccccc34)ccc2O[C@@H](C)CCCCO[C@H]1CN(C)C | i
O=C(NC(CO)Cc1ccccc1)c1ccccc1 (stereo not given) | i
CC(=O)Nc1ccc(C(=O)Nc2ccccc2[N+](=O)[O-])cc1 | i
C[C@H]1CCCCO[C@H](CN(C)C(=O)c2ccncc2)[C@@H](C)CN([C@@H](C)CO)C(=O)c2cc(NC(=O)Cc3ccccc3)ccc2O1 | i
Cc1ccc(S(=O)(=O)N(C)C[C@@H]2OCCCC[C@H](C)Oc3ccc(NC(=O)c4ccccc4)cc3C(=O)N([C@H](C)CO)C[C@@H]2C)cc1 | i
Cc1noc(C)c1S(=O)(=O)N(C)C[C@H]1Oc2ccc(NC(=O)CCN3CCOCC3)cc2CC(=O)N([C@H](C)CO)C[C@H]1C | i
OCCN1CCN(CC/C=C2/c3ccccc3Sc3ccc(C(F)(F)F)cc32)CC1 | i
Cc1cc(O)cc(=O)o1 | i
C[C@@H]1CCCCO[C@@H](CN(C)C(=O)Nc2ccc3c(c2)OCO3)[C@H](C)CN([C@@H](C)CO)C(=O)c2cc(NS(C)(=O)=O)ccc2O1 | i
C=CCOC(=O)[C@H]1[C@@H]2C(=O)O[C@@H](c3ccccc3)[C@@H](c3ccccc3)N2[C@@H](c2ccc(OCCOC(=O)[C@@H]3C[C@@H]4C(=O)N[C@@H](CCCCNC(C)=O)C(=O)N4[C@@H]3c3ccc(O)cc3)cc2)[C@]12C(=O)Nc1ccc(I)cc12 | i
C[C@H](CO)N1C[C@H](C)[C@H](CN(C)C(=O)Nc2ccc3c(c2)OCO3)Oc2ccc(NC(=O)C3CC3)cc2CC1=O | i
C[C@@H]1CN([C@@H](C)CO)C(=O)c2cccc(NC(=O)c3ccncc3)c2O[C@H]1CN(C)C(=O)NC1CCCCC1 | i
CN(C)CCC1(c2ccc(Cl)cc2)Cc2ccccc2C(=O)O1 (stereo not given) | i
COc1ccc(N(C(=O)C2CCCCC2)S(=O)(=O)c2cc(OC)ccc2OC)cc1 | i
CC(C)NC(=O)Nc1ccc2c(c1)C(=O)N([C@H](C)CO)C[C@H](C)[C@H](CN(C)C)OCCCC[C@@H](C)O2 | i
C[C@H](CO)N1C[C@H](C)[C@@H](CN(C)Cc2ccncc2)Oc2c(NC(=O)Nc3ccc(C(F)(F)F)cc3)cccc2C1=O | i
C[C@H](CO)N1C[C@H](C)[C@H](CN(C)C(=O)Nc2ccc3c(c2)OCO3)Oc2ncc(Br)cc2C1=O | i
COc1ccc(CN(C)C[C@H]2Oc3c(NC(=O)Nc4cccc5ccccc45)cccc3C(=O)N([C@H](C)CO)C[C@H]2C)cc1 | i
C[C@H](CO)N1C[C@H](C)[C@H](CN(C)Cc2ccc(Cl)c(Cl)c2)Oc2c(NS(C)(=O)=O)cccc2C1=O | i
C=CC[C@]1(C(=O)NCCCOC)COC(c2ccc(OCCCO)cc2)=N1 | +
C[C@@H]1CN([C@@H](C)CO)C(=O)CCCn2cc(nn2)CO[C@@H]1CN(C)C(=O)CCCN(C)C | i
C[C@@H]1CCCCO[C@H](CN(C)C(=O)c2ccccc2)[C@@H](C)CN([C@H](C)CO)C(=O)c2cc(NS(=O)(=O)c3ccccc3)ccc2O1 | i
C/C=C1/CN2CCC1C(CO)(C(=O)OC)c1[nH]c3ccccc3c1C2 (stereo not given) | i
C[C@@H]1CN([C@@H](C)CO)C(=O)c2cc(NC(=O)Nc3ccc(F)cc3)ccc2O[C@H]1CN(C)S(=O)(=O)c1cn(C)cn1 | i
O=C(C1=C[C@@H](C2CC2)C[C@@H](OCc2ccc(CO)cc2)O1)N1CCOCC1 | i
C[C@@H]1CN([C@H](C)CO)C(=O)Cc2cc(NC(=O)NC3CCCCC3)ccc2O[C@H]1CN(C)S(=O)(=O)c1cn(C)cn1 | i
CCC#CCN(Cc1ccccc1Br)[C@H](/C=C/c1ccccc1)[C@@H](O)Cc1ccccc1 | i
COc1ccc(NC(=O)N(C)C[C@@H]2Oc3ncc(-c4cccc(C(F)(F)F)c4)cc3C(=O)N([C@H](C)CO)C[C@@H]2C)cc1 | i
COCCOC(=O)N1C(=O)[C@@]2(c3ccccc31)[C@H](c1ccc(O)cc1)N1[C@H](c3ccccc3)[C@H](c3ccccc3)OC(=O)[C@H]1[C@@H]2C(=O)NC[C@H](O)c1ccccc1 | i
CCOc1cc(CC(=O)N[C@@H](CC(C)C)c2ccccc2N2CCCCC2)ccc1C(=O)O | i
COC(=O)N(C)C[C@@H]1OCc2cnnn2CCCC(=O)N([C@H](C)CO)C[C@H]1C | i
C[C@@H]1CCCCO[C@@H](CN(C)C(=O)Nc2cccc3ccccc23)[C@H](C)CN([C@H](C)CO)C(=O)c2cc(NC(=O)c3ccncc3)ccc2O1 | +
CC(C)NC(=O)Nc1ccc2c(c1)C(=O)N([C@@H](C)CO)C[C@@H](C)[C@@H](CN(C)S(=O)(=O)c1ccc(F)cc1)OCCCC[C@@H](C)O2 | i
COc1ccc(C2CC(C(F)(F)F)n3ncc(C(=O)Nc4sc5c(c4C#N)CCC(C)C5)c3N2)cc1OC (stereo not given) | i
O=C1CC(c2ccc(O)cc2)Oc2ccccc21 (stereo not given) | i
COC1CC(O[C@H]2CC[C@]3(C)C4CC[C@@]5(C)C(=O)[C@]4(CC[C@@H]3C2)CC[C@@H]5C2=CC(=O)OC2)OC(C)C1OC1OC(COC2OC(CO)C(O)C(O)C2O)C(O)C(O)C1O (stereo not given in full) | i
C[C@@H]1CN([C@@H](C)CO)C(=O)c2cccc(NC(=O)C3CCOCC3)c2O[C@@H]1CN(C)S(=O)(=O)c1ccc(Cl)cc1 | i
COC(=O)N(C)C[C@@H]1OCc2cn(nn2)CCCC(=O)N([C@@H](C)CO)C[C@H]1C | i
C[C@H](CO)N1C[C@H](C)[C@H](CN(C)C(=O)NC2CCCCC2)Oc2ccc(NC(=O)Cn3cnnn3)cc2CC1=O | i
O=C1O[C@H](c2ccccc2)[C@H](c2ccccc2)N2[C@H]1[C@@H](C(=O)N1CCN(c3ncccn3)CC1)[C@]1(C(=O)Nc3ccc(C#CCCO)cc31)[C@H]2c1ccc(O)cc1 | i
COc1ccccc1NC(=O)N(C)C[C@@H]1OCc2cn(nn2)CCCC(=O)N([C@H](C)CO)C[C@@H]1C | i
O=C(CCN1CCCCC1)N1N=C(c2ccc(Cl)cc2)CC1c1ccco1 (stereo not given) | i
CNC[C@@H]1Oc2ncc(-c3ccccc3)cc2C(=O)N([C@H](C)CO)C[C@@H]1C | i
C=CC(C)(O)C(O)CC1C(=C)CCC2C(C)(C(=O)O)CCCC12C (stereo not given) | i
C[C@H](CO)N1C[C@H](C)[C@@H](CN(C)C(=O)Nc2ccc(C(F)(F)F)cc2)Oc2ccc(NC(=O)Nc3ccc4c(c3)OCO4)cc2C1=O | i
Cc1cc(C(=O)Nc2cccc3c2O[C@H](CN(C)CC2CC2)[C@@H](C)CN([C@H](C)CO)C3=O)n(C)n1 | i
C[C@@H]1CN([C@@H](C)CO)C(=O)CCCn2nncc2CO[C@@H]1CN(C)C(=O)c1ccccc1 | i
C[C@@H]1CN([C@@H](C)CO)C(=O)c2cc(N(C)C)ccc2O[C@H]1CN(C)S(=O)(=O)c1ccccc1 | i

Remaining list, next part:
compound | NFkB binder
C[C@@H]1CCCCO[C@@H](CN(C)C)[C@H](C)CN([C@@H](C)CO)C(=O)c2cc(NC(=O)CCCN(C)C)ccc2O1 | i
C[C@@H]1CN([C@H](C)CO)C(=O)c2cc(NC(=O)NC3CCCCC3)ccc2O[C@@H]1CN(C)S(=O)(=O)c1cn(C)cn1 | i
C[C@H](CO)N1C[C@H](C)[C@H](CN(C)S(=O)(=O)c2cccs2)OCCCC[C@H](C)Oc2ccc(NC(=O)CCCN(C)C)cc2C1=O | i
O=C(CC1C(=O)N(c2ccc(F)cc2)C(=S)N1CCN1CCOCC1)Nc1ccc(F)cc1 (stereo not given) | i
C[C@@H]1CCCCO[C@@H](CN(C)C)[C@H](C)CN([C@@H](C)CO)C(=O)c2cc(NC(=O)c3ccccc3)ccc2O1 | i
O=C1c2ccccc2C(=O)N1[C@@H]1CCN(Cc2cccc(OCCO)c2)C1 | i
C[C@@H]1CN([C@H](C)CO)C(=O)c2cc(NS(=O)(=O)c3ccccc3)ccc2O[C@@H]1CN(C)C(=O)NC1CCCCC1 | i
O=C(CSc1n[nH]c(-c2cccc([N+](=O)[O-])c2)n1)Nc1cccc(C(F)(F)F)c1 | i
C[C@@H]1CCCCO[C@H](CN(C)Cc2ccccc2)[C@H](C)CN([C@@H](C)CO)C(=O)c2cc(NS(=O)(=O)c3ccccc3)ccc2O1 | i
CN(c1cccc(NC(=O)COc2ccccc2)c1)S(C)(=O)=O | i
COc1ccc(CCNC(=S)N2CCN(c3ncccn3)CC2)cc1OC | i
CC(=O)Cc1cc(=O)c2c(C)cc(O)c(C3OC(CO)C(O)C(O)C3O)c2o1 (stereo not given) | i
O=C(NCc1ccco1)c1cc2nc(-c3cccs3)cc(C(F)(F)Cl)n2n1 | i
COc1ccc(CN(C)C[C@H]2Oc3ccc(NC(=O)CCC(F)(F)F)cc3C(=O)N([C@@H](C)CO)C[C@@H]2C)cc1 | i
C[C@@H]1CN([C@@H](C)CO)C(=O)c2cccc(NC(=O)NC3CCCCC3)c2O[C@@H]1CN(C)S(=O)(=O)c1cccs1 | i
CCc1ccc2c(c1)c1nc3ccccc3nc1n2CC(=O)OC | i
Cc1ccc(S(=O)(=O)N(C)C[C@@H]2Oc3ccc(NS(=O)(=O)c4cccs4)cc3CC(=O)N([C@@H](C)CO)C[C@@H]2C)cc1 | i
COC(=O)c1ccc(NC(=O)CN2C(=O)C3C4CC(c5ccccc5)C(C4)C3C2=O)cc1 (stereo not given) | i
COc1cc2c(cc1O)C(c1cccs1)N(C)CC2 (stereo not given) | i
C[C@@H]1CCCCO[C@H](CN(C)C)[C@@H](C)CN([C@@H](C)CO)C(=O)c2cc(NS(=O)(=O)c3ccc(F)cc3)ccc2O1 | i
COc1ccc(NC(=O)Nc2ccc3c(c2)C(=O)N([C@H](C)CO)C[C@H](C)[C@H](CN(C)S(=O)(=O)c2cn(C)cn2)O3)cc1 | i
C[C@@H]1CN([C@@H](C)CO)C(=O)Cc2cc(NC(=O)Cc3ccccc3)ccc2O[C@@H]1CN(C)C(=O)Nc1ccccc1 | i
CC1=C(CO)CC(C(C)C2CCC3C4CC=C5CC(OC6OC(COC7OC(CO)C(O)C(O)C7O)C(O)C(O)C6O)CC(O)C5(C)C4CCC23C)OC1=O (stereo not given) | i
C=CCOC(=O)C(=O)/C=C/c1cn(C(C)=O)c2ccccc12 | i
C[C@@H]1CCCCO[C@@H](CN(C)C(=O)C2CCCCC2)[C@H](C)CN([C@H](C)CO)C(=O)c2cc(NC(=O)c3ccncc3)ccc2O1 | i
C[C@@H]1O[C@@H](O[C@@H]2CC[C@@]3(C)C(CC[C@]4(C)C3CC=C3[C@@H]5CC(C)(C)CC[C@]5(C(=O)O[C@@H]5O[C@H](CO)[C@@H](O)[C@H](O)[C@H]5O)CC[C@]34C)[C@]2(C)CO)[C@H](O)[C@H](O[C@@H]2OC[C@@H](O)[C@H](O)[C@H]2O)[C@H]1O (stereo not given in full) | i
Cc1ccc(O)c(N=Nc2ccccc2)n1 | i
N#Cc1ccccc1CSc1nc(N)cc(=O)[nH]1 | i
C[C@H]1CN([C@@H](C)CO)C(=O)Cc2cc(NC(=O)NC3CCCCC3)ccc2O[C@@H]1CN(C)C | i
COc1ccc(NC(=O)CCCSc2nc(N)c3c(C)c(C)sc3n2)cc1 | i
COc1ccc(S(=O)(=O)Nc2cccc3c2O[C@H](CN(C)C)[C@@H](C)CN([C@@H](C)CO)C3=O)cc1 | i
C[C@H]1CCCCO[C@H](CN(C)S(=O)(=O)c2ccccc2)[C@@H](C)CN([C@@H](C)CO)C(=O)c2cc(NC(=O)CCC(F)(F)F)ccc2O1 | i
COC(=O)C(CC#Cc1ccc2c(c1)[C@]1(C(=O)N2)[C@H](c2ccccc2OCCO)N2[C@H](c3ccccc3)[C@H](c3ccccc3)OC(=O)[C@H]2[C@@H]1C(=O)O)C(=O)OC | i
C[C@]12CCC3c4ccc(OC(=O)c5ccccc5)cc4CCC3C1CCC2=O (stereo not given in full) | i
NC(=O)c1sc(-c2ccsc2)cc1N | i
CCCN(C)C[C@@H]1Oc2ncc(C#Cc3ccccc3)cc2C(=O)N([C@H](C)CO)C[C@@H]1C | i
